High-throughput results: PubChem, several laboratories
IMP-1 inh = blocks Pseudomonas aeruginosa IMP-1 metallo-beta-lactamase; purified IMP-1, nitrocefin hydrolysis, epi-absorbance fluorescence; inhibition, % at 5.6 µM; 290,000 compounds, 0.45% hits;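 active = inhibition above the mean plus 3 SD of all compounds in the same screening run, cut at about 4.5% in these data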;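 note: 0% = IMP-1 with DMSO and 100% = DMSO wells lacking enzyme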
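assay system = purified recombinant IMP-1 metallo-beta-lactamase enzyme | schedule = 15 min preincubation plus 25 min reaction at 25 °C | signal = Epi-absorbance fluorescence, 480 nm excitation, 530 nm emission | read-out basis = percent inhibition from optical density relative to buffer-blank wells | controls = IMP-1 with DMSO as 0%, enzyme-free DMSO as 100%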
NS3 helicase inh = inhibitors of Hepatitis C virus NS3 helicase | inhibition, % at 10.9 µM | 290,000 compounds, 0.56% hits | NS3 helicase DNA unwinding, Cy5 molecular beacon fluorescence | AID 1800;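 active = inhibition above the mean of all tested compounds plus 3 SD, set per campaign, cut at about 35% in these data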;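 note: 0% = DMSO wells and 100% = thioflavine S control wells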
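test system = hepatitis C virus NS3 helicase domain fragment enzyme | reagent = annealed dual-labelled DNA beacon duplex, ATP-started | times = 1 h at 25 °C | detection = Cy5 fluorescence, 0 and 60 min reads | read-out basis = percent inhibition from t60/t0 fluorescence ratio | control set = DMSO and thioflavine S | replication = one well per compound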
PfM18AAP inh = PfM18AAP enzyme inhibition. recombinant PfM18AAP, H-Glu-NHMec fluorogenic cleavage. inhibition, % at 7.35 µM. 290,000 compounds, 1.2% hits. AID 1822;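 active = inhibition above the campaign mean inhibition over all tested compounds plus 3 SD, cut at about 28% in these data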;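 note: 0% = plate median of test compound wells and 100% = 2 mM ZnCl2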
IDE inh = cellular human IDE inhibition. inhibition, % at 5.59 µM. P14735. 320,000 compounds, 0.41% hits. HEK cells, FAbetaB cleavage, fluorescence polarization. AID 434962;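 active = percent inhibition above the average of all tested compounds plus 3 SD, set per screening campaign, cut at about 16% in these data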;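 note: IDE supplied by intact live HEK cells; FP after avidin binding of uncleaved biotin substrate so inhibition keeps polarization high; 0% = DMSO wells and 100% = 60 µM reference IDE inhibitor Ii1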
UBC9 SUMO inh = inhibitors of human SUMOylation (UBC9). P63279. HTRF SUMOylation assay, SAE1/SAE2 + UBC9, in vitro. inhibition, % at 35 µM. 290,000 compounds, 0.36% hits; in the data active = inhibition above about 50%, passing the limit was not always enough; note: strong numbers were not always called active
VIM-2 inhibitor = blocks Pseudomonas aeruginosa VIM-2 metallo-beta-lactamase; purified VIM-2, nitrocefin hydrolysis, epi-absorbance fluorescence; 290,000 compounds, 0.89% hits; inhibition, % at 5.6 µM; AID 1527;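 active = inhibition above the mean of all tested compounds plus 3 SD, cutoff set per screening run, cut at about 7.5% in these data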;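 note: red hydrolysis product quenches plate fluorescence so inhibitors raise well fluorescence; 0% = enzyme with DMSO and 100% = DMSO without enzyme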
p-CIP stab down = lowers stability of the mouse p/CIP coactivator protein. Q05BA5. decrease of EGFP signal, % at 10 µM. F442A p/CIP-EGFP cells, EGFP fluorescence, 16 h. 290,000 compounds, 0.01% hits. AID 1984;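 active = EGFP signal decrease of at least 30% at 10 µM or well 3 SD below plate mean, unless failing retest; inactive = the rest, including hits failing retest or dose response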; note: some compounds called inactive have numbers as strong as hits; many of its hits are not listed in these tables
Target sequence (Q05BA5 1-1403): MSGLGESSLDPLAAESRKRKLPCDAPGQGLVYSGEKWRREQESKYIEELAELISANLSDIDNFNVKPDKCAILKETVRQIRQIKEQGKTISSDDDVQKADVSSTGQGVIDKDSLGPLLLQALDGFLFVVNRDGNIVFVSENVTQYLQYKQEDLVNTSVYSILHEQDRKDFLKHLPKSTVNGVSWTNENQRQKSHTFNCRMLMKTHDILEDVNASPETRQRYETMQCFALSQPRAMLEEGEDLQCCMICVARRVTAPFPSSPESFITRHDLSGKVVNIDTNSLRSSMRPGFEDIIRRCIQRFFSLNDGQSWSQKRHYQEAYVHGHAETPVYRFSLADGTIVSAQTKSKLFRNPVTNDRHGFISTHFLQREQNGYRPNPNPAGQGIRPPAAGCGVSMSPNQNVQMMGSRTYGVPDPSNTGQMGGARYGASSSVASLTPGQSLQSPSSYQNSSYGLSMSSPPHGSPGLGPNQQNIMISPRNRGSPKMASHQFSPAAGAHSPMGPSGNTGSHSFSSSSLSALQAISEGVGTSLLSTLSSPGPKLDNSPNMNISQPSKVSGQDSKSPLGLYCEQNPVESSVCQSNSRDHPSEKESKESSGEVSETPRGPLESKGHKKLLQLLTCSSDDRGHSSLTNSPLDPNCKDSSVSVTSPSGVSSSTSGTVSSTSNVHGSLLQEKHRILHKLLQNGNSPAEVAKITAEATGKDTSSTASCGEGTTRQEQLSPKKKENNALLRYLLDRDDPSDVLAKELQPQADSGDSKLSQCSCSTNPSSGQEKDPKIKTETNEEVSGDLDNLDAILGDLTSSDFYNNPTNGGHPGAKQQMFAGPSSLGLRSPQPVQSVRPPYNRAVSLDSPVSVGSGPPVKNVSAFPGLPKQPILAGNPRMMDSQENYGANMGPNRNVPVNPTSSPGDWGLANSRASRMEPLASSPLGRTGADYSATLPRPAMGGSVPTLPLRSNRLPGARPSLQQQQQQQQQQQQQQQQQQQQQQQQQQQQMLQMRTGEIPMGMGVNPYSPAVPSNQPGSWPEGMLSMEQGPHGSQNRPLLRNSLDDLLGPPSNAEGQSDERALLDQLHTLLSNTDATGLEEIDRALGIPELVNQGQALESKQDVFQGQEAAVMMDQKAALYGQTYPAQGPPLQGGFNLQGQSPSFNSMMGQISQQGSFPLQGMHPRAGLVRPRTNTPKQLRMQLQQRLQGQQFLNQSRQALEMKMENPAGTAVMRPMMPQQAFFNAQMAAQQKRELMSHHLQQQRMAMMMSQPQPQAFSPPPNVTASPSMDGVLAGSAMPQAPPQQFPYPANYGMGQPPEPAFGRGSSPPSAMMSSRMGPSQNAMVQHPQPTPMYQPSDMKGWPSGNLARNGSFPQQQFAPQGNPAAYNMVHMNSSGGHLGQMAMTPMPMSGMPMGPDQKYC
FID counter = displaces DNA intercalator in HCV helicase counter-screen | DNA fluorescent intercalator displacement, fluorescence | inhibition, % at 7.9 µM | 290,000 compounds, 0.17% hits; in the data active = inhibition above about 37%;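 note: 0% = vehicle and 100% = reference compound; higher means more ethidium bromide displaced from hairpin DNA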
IDE cell activ = activators of human insulin-degrading enzyme in cells. activation, % at 5.96 µM. 340,000 compounds, 0.073% hits. HEK cells, FAbeta-B cleavage, fluorescence polarization; 0% vehicle, 100% cell-free pure enzyme wells. AID 493087. P14735;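 active = activation above the mean of all tested compounds plus 3 SD, set per screening campaign, cut at about 17% in these data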
Starred values were filed as active, the others as inactive; . = no result given. No enrichment for hits; any-hit rate near 3.6%.

entry | molecule | IMP-1 inh | NS3 helicase inh | PfM18AAP inh | IDE inh | UBC9 SUMO inh | VIM-2 inhibitor | p-CIP stab down | FID counter | IDE cell activ
1 | COc1ccc(C2C(C#N)=C(N)Oc3c2c(C)nn3-c2ccccc2)cc1Cn1nc(C)c([N+](=O)[O-])c1C (configuration not stated) | -0.1 | 6 | 5 | -3 | -4 | 0.4 | -3 | -8 | 0
2 | O=C(c1ccccc1)c1ccc(OCC(O)CNC2CCCc3ccccc32)cc1 (configuration not stated) | -4.1 | -71 | 2 | 2 | -14 | -0.1 | -3 | 16 | 5
3 | O=C(COc1ccc(Br)cc1)NCCNC(=O)c1cccnc1 | -3.7 | 0 | 2 | -2 | 14 | -1.6 | -7 | -8 | -4
4 | O=C(c1cc2nc(C3CC3)cc(C(F)(F)F)n2n1)N1CCCC1 | -3.1 | -1 | 8 | 7 | 4 | -0.4 | 4 | -9 | -3
5 | N#C/C(=C\Nc1ccc(Cl)cc1)S(=O)(=O)c1ccccn1 | -3.3 | 9 | -1 | 4 | 9 | -3.3 | -18 | -2 | 4
6 | CCCN1CCN(C(=O)Nc2cccc(C(F)(F)F)c2)CC1 | -2.4 | 0 | -2 | -4 | 13 | -1.9 | -3 | 1 | 3
7 | COc1ccc(-n2c(N)c(C(=O)NCc3cccnc3)sc2=S)cc1 | -0.9 | -2 | 4 | 1 | 2 | -2.2 | 4 | -2 | 3
8 | O=C(Oc1cccc(NC(=O)c2cccs2)c1)c1cccc(S(=O)(=O)N2CCCC2)c1 | -3.3 | 1 | 1 | 0 | 29 | -2.7 | -2 | -14 | -4
9 | NC(=O)c1nsc(C(=O)N(c2ccc(F)cc2)C(C(=O)NCC2CCCO2)c2c[nH]c3ccccc23)c1N (configuration not stated) | -1.6 | -27 | 4 | 1 | -10 | -6.3 | -11 | -39 | 1
10 | Cc1ccccc1NC(=O)CSc1nnc(-c2ccco2)c(-c2ccco2)n1 | -1.3 | 41* | 14 | 0 | 65* | -0.7 | -21 | -24 | -7
11 | CC(C)(C)N1C(=O)c2ccc(C(=O)Nc3ccc(O)cc3)cc2C1=O | -3.6 | 5 | 5 | 0 | -6 | 0.9 | 5 | -13 | 2
12 | Cc1ccc(-c2nnn(CC(=O)N(Cc3ccco3)C(C(=O)NC(C)(C)C)c3ccncc3)n2)o1 (configuration not stated) | -0.7 | 6 | -1 | 0 | 17 | -1.2 | -12 | -26 | 3
13 | O=C(NC1CCCC1)c1ccccc1OCc1ccccc1 | -2.8 | -4 | 3 | -4 | 10 | -1.0 | -36 | -18 | -1
14 | O=C(O)C1C2C=CC(C2)C1C(=O)N1CCOCC1 (configuration not stated) | -5.4 | -4 | 2 | 6 | 17 | -2.1 | -2 | -1 | 3
15 | O=C1N=c2ccc([N+](=O)[O-])cc2=C1c1sc(=O)[nH]c1O | -3.1 | 13 | 6 | 3 | 18 | 1.1 | -19 | 10 | -2
16 | O=C(O)CC/C(=N\Nc1ccc(S(=O)(=O)N2CCCC2)cc1[N+](=O)[O-])c1cccs1 | -5.6 | 12 | -1 | . | 26 | -2.6 | -3 | -26 | 0
17 | Cn1nc(C(=O)Nc2nc3ccccc3[nH]2)c2ccccc2c1=O | 1.0 | 15 | -5 | 5 | -3 | -1.3 | -12 | -18 | -1
18 | COc1ccc(CN2CCC(Cc3ccccc3)CC2)cc1OC | -2.7 | -1 | -6 | 6 | 7 | -3.5 | -12 | 8 | -2
19 | COCCN1Cc2cccc(C(=O)Nc3ccccc3OC)c2C1=O | -2.4 | -5 | -3 | 1 | -9 | -1.1 | 11 | -16 | 6
20 | CCC1CCCCN1Cc1nc2c(c(=O)n(C)c(=O)n2C)n1CCCc1ccccc1 (configuration not stated) | . | . | . | -2 | -11 | . | -8 | . | 6
21 | CCC(=O)N(CCc1ccc(OC)c(OC)c1)Cc1cc2ccc(C)cc2n2nnnc12 | 0.3 | -16 | -3 | 2 | 13 | -2.0 | 9 | -16 | 1
22 | Cc1cc2cc3c(C)cc(=O)oc3c(C)c2o1 | 0.4 | 2 | 5 | 2 | 0 | 1.8 | 7 | -3 | 1
23 | COc1ccc(NC(=O)CSc2n[nH]c(C(C)C)n2)c([N+](=O)[O-])c1 | -1.4 | 13 | -9 | 0 | -12 | 1.6 | -3 | 1 | 6
24 | Cc1n[nH]c(C)c1Sc1ccccc1N=Cc1cc(Cl)cc([N+](=O)[O-])c1O | 0.2 | 2 | 6 | 3 | 5 | -7.4 | -13 | -2 | -3
25 | COC(=O)c1ccc(C(=O)OC)c(NC(=O)CSCc2ccccc2Br)c1 | -1.3 | 5 | -1 | 0 | 6 | -2.5 | -8 | -1 | 3
26 | CCN(C(=O)COC(=O)c1cccc(NS(=O)(=O)c2ccc(F)c(F)c2)c1)C1CCS(=O)(=O)C1 (configuration not stated) | -2.5 | 2 | -7 | -1 | 9 | -3.2 | -13 | -22 | .
27 | O=C(COC(=O)c1cc([N+](=O)[O-])ccc1Cl)NC1CCCC1 | -2.5 | -4 | 2 | 2 | -7 | -0.1 | 8 | 1 | 1
28 | CCc1nnc(NS(=O)(=O)c2ccc(N/C=C/C(=O)c3ccc(C)cc3)cc2)s1 | -5.5 | 35 | -13 | 0 | 24 | -2.8 | -4 | -8 | -3
29 | Cc1cccc(CCNC(=O)C2CCN(S(=O)(=O)c3cccc4cccnc34)CC2)c1 | -1.6 | -8 | -2 | 4 | 4 | -2.1 | 6 | -46 | -5
30 | COc1ccccc1CNC(=O)c1ccc2nc(N3CCOCC3)sc2c1 | -4.5 | -1 | 3 | -4 | 7 | -2.1 | -8 | -42 | 0
31 | COc1cc(NS(=O)(=O)c2cn(C)cn2)cc(OC)c1 | -0.8 | -9 | -21 | -7 | 15 | 0.5 | -1 | -9 | 3
32 | CCCNC(=O)OCC12CC3CC(CC(C3)C1)C2 | -2.1 | 1 | -3 | 3 | -6 | -4.2 | -4 | 0 | -1
33 | COC(=O)c1nnn(-c2nonc2N)c1CSc1ccc(Cl)cc1 | 0.7 | -8 | 1 | 0 | 0 | -3.3 | -6 | -14 | 1
34 | c1ccc(C(c2ccccc2)N2CCN(Cc3nnnn3C3CCCC3)CC2)cc1 | -2.4 | -1 | -6 | 5 | 20 | -0.6 | -13 | -5 | 1
35 | O=C(NCc1ccco1)c1nnc(Cc2ccc(F)cc2)o1 | -2.8 | 11 | 0 | 0 | -2 | -2.9 | 6 | 1 | 9
36 | c1csc(-c2nn[nH]n2)c1 | -2.4 | -16 | 1 | -5 | 19 | -1.4 | -5 | 3 | 2
37 | CCc1cc2cc3c(cc2nc1SCC(=O)N1CCN(C(=O)c2ccco2)CC1)OCO3 | -2.2 | -10 | 4 | 8 | 12 | 0.2 | 10 | -27 | 0
38 | CCOC(=O)CSc1nc(N)nc(C)c1Br | -1.5 | -3 | -3 | -2 | 10 | -1.1 | -3 | -2 | 4
39 | O=C(CCc1nnc2ccc(NCc3ccccc3)nn12)NC1CCCC1 | -0.2 | 1 | -9 | -2 | 8 | -1.8 | -8 | -29 | 4
40 | COc1ccc(NC(=S)NCCCN2CCOCC2)cc1 | -2.3 | -10 | 4 | -3 | -22 | -0.3 | 0 | -1 | -3
41 | COc1ccc(OC)c(NC(=O)C2=C(C)NC(=O)NC2c2cccs2)c1 (configuration not stated) | -0.1 | -4 | -2 | 1 | 15 | -0.7 | -10 | -21 | 2
42 | O=C(Nc1ccccc1)/C(=C\c1ccc(F)cc1)NC(=O)c1ccco1 | -2.3 | -1 | 1 | 3 | 4 | -2.0 | 1 | -6 | 4
43 | COC1CCN(C(=O)c2cc(COc3ccc(-n4cncn4)cc3)on2)CC1 | -2.7 | 1 | 3 | -2 | . | -0.5 | 0 | -30 | 5
44 | COc1ccc2c(c1)[nH]c1c(N3CCN(Cc4ccc5c(c4)OCO5)CC3)ncnc12 | -1.2 | -42 | 9 | 14 | -4 | 0.8 | -3 | 15 | -15
45 | COc1cc(C2Nc3ccccc3C(=O)N2c2ccccc2)ccc1O (configuration not stated) | -2.7 | -4 | 0 | -2 | 6 | -2.7 | 2 | -6 | 7
46 | Cn1cnnc1SC1CCCCC1NS(=O)(=O)c1ccc(Cl)cc1 (configuration not stated) | -1.4 | 8 | -2 | -22 | -20 | -0.3 | -4 | -16 | -1
47 | CC1=C(C(=O)OCc2ccc([N+](=O)[O-])cc2)N2C(=O)C(NC(=O)Cc3ccccc3)C2SC1 (configuration not stated) | 0.8 | 14 | 22 | 3 | 14 | -0.3 | 1 | -13 | -3
48 | COCCCNC(=O)COc1ccc(S(=O)(=O)NCc2ccccc2)cc1Cl | -1.5 | -1 | -4 | 0 | -13 | -4.2 | -7 | -31 | 0
49 | CC(C)(C)[C@H]1C=C(C(=O)N2CCN(Cc3ccc4c(c3)OCO4)CC2)O[C@@H](OCCCCO)C1 | 0.2 | 4 | -11 | 5 | 26 | 1.7 | -2 | -22 | -1
50 | CCc1nc(SCC(=O)NCCc2ccc(OC)c(OC)c2)c2c(=O)n(C)c(=O)n(C)c2n1 | . | . | . | -3 | -13 | . | -4 | . | 4
51 | CCC(CC)NC(=O)COC(=O)c1ccc2c(c1)C(=O)N(Cc1ccco1)C2=O | -1.9 | -1 | -19 | -1 | 3 | 1.0 | -2 | -24 | 2
52 | Cc1cc(C)c2nc(-c3ccccn3)cc(C(=O)NCCc3ccc(S(N)(=O)=O)cc3)c2c1 | -2.7 | 5 | 17 | 1 | 38 | -1.0 | 3 | -9 | 6
53 | CCN(CC(=O)Nc1ccc(NC(C)=O)cc1)CC(=O)Nc1ccccc1C(=O)c1ccccc1 | -3.4 | -16 | -1 | 1 | -12 | -1.4 | -9 | -40 | 3
54 | O=c1c2cc(-c3ccccc3)sc2nc2n1N=C(c1ccccc1)CS2 | -2.1 | 25 | 6 | 5 | 8 | -3.4 | -13 | -2 | -2
55 | O=S(=O)(c1cccc2nonc12)N1CCCCCC1 | -1.4 | 0 | 0 | 3 | 7 | -2.2 | -6 | 0 | 2
56 | OCCNc1nc2nonc2nc1NCCO | -2.6 | -18 | -12 | 3 | 19 | -2.8 | 3 | 1 | -2
57 | O=C(O)C1C2C=CC(C2)C1C(=O)N1CCN(C/C=C/c2ccccc2)CC1 (configuration not stated) | -3.3 | -5 | -7 | -3 | -7 | -0.9 | -2 | 1 | 6
58 | CCCCCCC(=O)N(O)C1CC(=O)N(Cc2ccccc2)C1=O (configuration not stated) | -3.2 | 16 | 2 | -1 | -6 | -2.6 | -3 | 0 | -5
59 | COc1ccccc1-n1cnnc1SCc1csc(-c2ccccc2)n1 | -2.7 | -5 | 3 | 5 | 4 | -3.0 | 2 | -28 | -2
60 | Cc1ccc(CSC2=Nc3ccccc3C3=NC(CCC(=O)NCc4ccco4)C(=O)N23)cc1 (configuration not stated) | -1.7 | 47* | 7 | 4 | 21 | -0.2 | -9 | -44 | 3
61 | COc1ccc(-c2nc(SCC(=O)NCc3ccco3)c(-c3ccccc3)[nH]2)cc1OC | -1.7 | -6 | 10 | 0 | -19 | -4.0 | -8 | -17 | 3
